HT1080-NT tox = kills 2HG-producing HT-1080-NT fibrosarcoma cells; Potency, µM (series often up to 46.1 µM), for inactives: at the top dose activity, negative = less viability, most hits filed as cytotoxic; HT-1080-NT fibrosarcoma viability, CellTiter-Glo ATP luminescence, 48 h; hit rate 1.6% among 360,000;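 note: NT is the 2HG producing partner of a matched IDH1 knockdown line; potency is the fitted concentration of half-maximal effect; 0% = DMSO-treated cells and -100% = media-only wells without cells; nearly all actives have a fitted effect of over 55% in size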
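Compounds were tested in concentration-response format on HT-1080-NT cells for 48 hours at 37 degrees C. Cell viability came from CellTiter-Glo luminescence; curves were classified by r2, response magnitude and activity.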
KB-3-1 cytotox = KB-3-1 parental cell cytotoxicity; KB-3-1 viability, CellTiter-Glo ATP luminescence, 72 h; Potency, µM (top dose mostly 46.1 µM), for inactives: top-dose activity change, negative = cytotoxic, actives largely listed as cytotoxic; hit rate 1.4% among 400,000; note: potency is the fitted concentration of half-maximal effect; % is set by controls: 0 for no effect and ±100 for the full control effect; nearly all actives have a fitted effect of over 60% in size
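Multi-concentration cytotoxicity screen in KB-3-1 cells grown in DMEM lacking phenol red with 10% FBS. After 72 h at 37 °C with compound, ATP-dependent luminescence was recorded.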
IL1B secr inh = inflammasome signaling inhibition, IL-1 beta readout. activity change, % at 57.5 µM. hit rate 4.7% among 360,000. THP-1 LPS/ATP IL-1B secretion, AlphaLISA, 16 h; active compounds read low; in the data active = activity change below about -50%; inconclusive = mostly about -30% to -49%; note: % is set by controls: 0 for no effect and ±100 for the full control effect
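Secreted IL-1B measured by AlphaLISA bead assay after 16 h compound exposure of THP-1 cells; compounds (final up to 57.5 uM) added 1 h before LPS (250 ng/mL) and ATP (1.25 mM) stimulation; lower signal means less secretion.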
MCF10A rereplic = DNA re-replication induction in MCF 10a cells; hit rate 2.9% among 350,000; AID 624296; Potency, µM (doses to about 46.1 µM), for inactives: at the highest dose activity, positive = re-replication, usual class: activators; MCF 10A DNA re-replication, Hoechst nuclear intensity, 48 h; note: potency is the fitted concentration of half-maximal effect; % of control where 0% means no effect; nearly all actives have a fitted effect of over 50% in size
KB-V1 MDR tox = KB-V1 MDR subline cytotoxicity. KB-V1 MDR cells viability, CellTiter-Glo, 72 h. Potency, µM (series often up to 46.1 µM), inactives show top-dose activity change, negative = cytotoxicity, usual class: cytotoxic. hit rate 3.4% among 400,000. AID 1347076; note: potency is the fitted concentration of half-maximal effect; % is set by controls: 0 for no effect and ±100 for the full control effect; nearly all actives have a fitted effect of over 60% in size
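Potencies derive from concentration-effect curves fitted to normalized luminescence (CellTiter-Glo) of KB-V1 cells treated for 72 h at 37 degrees C in phenol-red-free DMEM containing 10% FBS.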
SW480 rereplic = inducers of DNA re-replication in SW480 colon cancer cells. Potency, µM (highest dose often 46.1 µM), without a hit: at the top dose re-replication activation, actives largely listed as activators. SW480 DNA re-replication, Hoechst DNA content imaging, 48 h. hit rate 1.8% among 340,000; note: potency is the fitted concentration of half-maximal effect; % of control where 0% means no effect; nearly all actives have a fitted effect of over 55% in size
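250 cells/well; 23 nL cpd via pin tool; 48 hr, 37 C, 5% CO2; Hoechst 40 min; imager read of total nuclear intensity, ex 405/em 500-530 nm.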
ATXN viability = reduces viability in counter-screen for ATXN expression inhibitors | S2 cells (HEK-293 line with an ATXN2-luciferase reporter) viability, CellTiter-Fluor protease fluorescence, 24 h | Potency, µM (highest dose often 56.7 µM), most hits filed as cytotoxic | hit rate 0.49% among 400,000; note: potency is the fitted concentration of half-maximal effect; nearly all actives have a fitted effect of over 40% in size
ATXN2 expr inh = inhibitors of ATXN2 expression; HEK-293 ATXN2-luciferase reporter, luminescence, 24 h; Potency, µM (highest dose often 57 µM), for inactives: at the highest dose activity change, negative = inhibition, actives largely listed as inhibitors; hit rate 0.72% among 360,000; note: potency is the fitted concentration of half-maximal effect; % is set by controls: 0 for no effect and ±100 for the full control effect; nearly all actives have a fitted effect of over 55% in size
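ATXN2-luciferase reporter cells (luciferase flanked by upstream and downstream ATXN2 gene portions) were treated 24 h at 37 °C with compounds at up to 57 uM. SteadyGlo luminescence gave expression; GF-AFC fluorescence gave viability.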
HT1080 IDH1KD tx = toxicity to HT-1080 IDH1 knockdown cells (counter line). HT-1080 IDH1 knockdown viability, ATP luminescence, 48 h. Potency, µM (doses to about 46.1 µM), for the others: at the highest dose activity, negative = toxicity, most hits filed as cytotoxic. hit rate 2% among 360,000;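 note: potency is the fitted concentration of half-maximal effect; 0% = DMSO wells and -100% = cell-free medium wells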
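IDH1KD HT-1080 cells, 750/well, RPMI + 5% FBS; compound pinned after 2 h settling; 48 h, 37 °C; CellTiter-Glo luminescence; % activity normalised to DMSO and no-cell wells; curves fitted, classed by r2 and efficacy.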
* hit, by the source's call; [ ] = remark or other dose. Unless noted, calls come from the whole dose curve; as a rule, active = well fitted curve in the direction sought with a large enough effect; inconclusive = small, poorly fitted or top-dose-only effect, or another doubt; inactive = no such curve, though single readings can be large; an effect the other way counts as inactive or inconclusive.

`CN1C(=O)NC(c2ccc([N+](=O)[O-])cc2)C2=C1CC(C)(C)CC2=O` (stereo not given) gave HT1080-NT tox 6%, KB-3-1 cytotox -1%, IL1B secr inh 0, MCF10A rereplic -2%, KB-V1 MDR tox 16%, SW480 rereplic -16%, ATXN viability inactive, ATXN2 expr inh 2% and HT1080 IDH1KD tx 15%.
`CCN(CC)C(=O)CSc1nnc(-c2cccnc2)n1Cc1ccccc1` gave HT1080-NT tox 12%, KB-3-1 cytotox 8%, IL1B secr inh -3, MCF10A rereplic 10%, KB-V1 MDR tox 0%, SW480 rereplic -3%, ATXN viability inactive, ATXN2 expr inh 4% and HT1080 IDH1KD tx 19%.
O=C1NC[C@@H](CCCCN2CCN(CC3CCCCC3)C(=O)C2=O)N(CC2CCCCC2)C1=O was read as HT1080-NT tox 9%, KB-3-1 cytotox inconclusive, IL1B secr inh 4, KB-V1 MDR tox -3%, ATXN viability inactive, ATXN2 expr inh 6% and HT1080 IDH1KD tx inconclusive.
Screening Cc1cc(Oc2ccccc2)nc(-c2ccccc2O)n1 returned HT1080-NT tox -3%, KB-3-1 cytotox -1%, IL1B secr inh 8, MCF10A rereplic inconclusive, KB-V1 MDR tox 2%, SW480 rereplic -4%[9.22 µM], ATXN viability inactive, ATXN2 expr inh -7% and HT1080 IDH1KD tx -5%.
Screening CC(=O)NC(Cc1ccccc1)C(=O)NC1CCN(C(=O)NC2CCCCC2)CC1 (stereo not given) returned HT1080-NT tox 3%, KB-3-1 cytotox 2%, IL1B secr inh 0, MCF10A rereplic -1%, KB-V1 MDR tox 8%, SW480 rereplic -12%, ATXN viability inactive, ATXN2 expr inh 3% and HT1080 IDH1KD tx 19%.
`Cc1c(Cl)c([N+](=O)[O-])nn1CCCC(=O)Nc1c(C)n(C)n(-c2ccccc2)c1=O` gave HT1080-NT tox 7%, KB-3-1 cytotox 17%, IL1B secr inh 4, MCF10A rereplic -1%, KB-V1 MDR tox 2%, SW480 rereplic -11%, ATXN viability inactive and HT1080 IDH1KD tx 12%.
CCN(CC)C(=O)CSc1nnc(-c2ccccn2)n1-c1ccc(C)c(C)c1 was read as HT1080-NT tox 6%, KB-3-1 cytotox 14%, IL1B secr inh -16, MCF10A rereplic -4%, KB-V1 MDR tox -1%, SW480 rereplic 1%, ATXN viability inactive, ATXN2 expr inh 15% and HT1080 IDH1KD tx -1%.
For CCN(CC(=O)NCc1cccs1)C(=O)/C=C/c1ccc(Cl)c(Cl)c1 the results were HT1080-NT tox 10%, KB-3-1 cytotox 0%, IL1B secr inh -12, MCF10A rereplic inconclusive, KB-V1 MDR tox inconclusive, SW480 rereplic 1%, ATXN viability inactive, ATXN2 expr inh -5% and HT1080 IDH1KD tx 6%.
CCN(CC)CCNC(=S)Nc1ccc(F)cc1 was read as HT1080-NT tox -9%, KB-3-1 cytotox 0%, IL1B secr inh -15, MCF10A rereplic 3%, KB-V1 MDR tox 18%, SW480 rereplic 0%, ATXN viability inactive, ATXN2 expr inh -5% and HT1080 IDH1KD tx -10%.
Screening c1ccc(N=NC2=NN(c3ccccc3)CS2)cc1 returned HT1080-NT tox -5%, KB-3-1 cytotox 4%, IL1B secr inh -17, KB-V1 MDR tox 3% and HT1080 IDH1KD tx 5%.
`Cc1ccc(NC(=O)Nc2nc3c(s2)CCCCCC3)cc1C` gave KB-3-1 cytotox -7%, KB-V1 MDR tox -1%, ATXN viability inconclusive and ATXN2 expr inh -9%.
For Nc1nc2ccccc2n1C(=O)CCc1ccccc1 the results were HT1080-NT tox inconclusive, KB-3-1 cytotox 18µM*, IL1B secr inh 4, MCF10A rereplic inconclusive, KB-V1 MDR tox -15%, SW480 rereplic inconclusive, ATXN viability inactive, ATXN2 expr inh 1% and HT1080 IDH1KD tx -19%.
`COC(=O)c1cc(=O)nc2sc3ccccc3n12` gave HT1080-NT tox 7%, KB-3-1 cytotox 6%, IL1B secr inh 35, MCF10A rereplic 8%, KB-V1 MDR tox 11%, SW480 rereplic 3%, ATXN viability inactive, ATXN2 expr inh 3% and HT1080 IDH1KD tx -1%.
For Cc1cc(C(=O)C(=O)N(C)C)c(C)n1-c1ccc([N+](=O)[O-])cc1 the results were HT1080-NT tox 0%[9.24 µM], KB-3-1 cytotox -7%, IL1B secr inh 0, MCF10A rereplic -4%, KB-V1 MDR tox -11%, SW480 rereplic -10%, ATXN viability inactive, ATXN2 expr inh -19% and HT1080 IDH1KD tx -10%.
Screening CC(=O)c1ccc(NC(=O)CN2C(=O)CN(C)C(=O)c3ccccc32)cc1 returned KB-3-1 cytotox 3%, KB-V1 MDR tox -4%, ATXN viability inactive and ATXN2 expr inh 16%.
`COc1ccccc1/C=C/C(C)=O` gave HT1080-NT tox 5%, KB-3-1 cytotox 16%, IL1B secr inh -14, MCF10A rereplic -14%, KB-V1 MDR tox 0%, SW480 rereplic 0%, ATXN viability inactive, ATXN2 expr inh 15% and HT1080 IDH1KD tx 11%.
`COc1ccccc1N1CCN(C(CNC(=O)C(=O)NCCc2ccccc2)c2cccnc2)CC1` (stereo not given) gave KB-3-1 cytotox inconclusive, KB-V1 MDR tox inconclusive, ATXN viability inconclusive and ATXN2 expr inh inconclusive.
`CN(c1ccc(OCC(=O)OCC(=O)Nc2cccc([N+](=O)[O-])c2)cc1)S(=O)(=O)c1ccc(F)cc1` gave HT1080-NT tox 0%, KB-3-1 cytotox 4%, IL1B secr inh -1, MCF10A rereplic -26%, KB-V1 MDR tox 2%, SW480 rereplic 4%[1.84 µM], ATXN viability inactive, ATXN2 expr inh 2% and HT1080 IDH1KD tx 0%.
For NS(=O)(=O)c1ccc(NC(=S)NNC(=O)CCC(=O)Nc2ccccc2Cl)cc1 the results were HT1080-NT tox 8%, KB-3-1 cytotox -14%, IL1B secr inh 14, MCF10A rereplic 5%, KB-V1 MDR tox 13%, SW480 rereplic -11%, ATXN viability inactive, ATXN2 expr inh 3% and HT1080 IDH1KD tx 3%.
Cc1c(C(=O)Nc2ccccc2N2CCN(C)CC2)oc2ccc(F)cc12 was read as HT1080-NT tox -21%, KB-3-1 cytotox 16µM*, IL1B secr inh -78*, MCF10A rereplic inconclusive, KB-V1 MDR tox inconclusive, SW480 rereplic inconclusive, ATXN viability inactive, ATXN2 expr inh inconclusive and HT1080 IDH1KD tx -2%.
Screening CCOC(=O)C1=C(COc2ccc(C)cc2)NC(=O)NC1c1cc(C)ccc1C (stereo not given) returned HT1080-NT tox 12%, KB-3-1 cytotox -10%, IL1B secr inh 19, MCF10A rereplic inconclusive, KB-V1 MDR tox inconclusive, SW480 rereplic 12%, ATXN viability inactive, ATXN2 expr inh -24% and HT1080 IDH1KD tx 10%.
CN(CC(=O)Nc1ccc(F)cc1)C(=O)c1ccccc1OCc1ccc(F)cc1 was read as HT1080-NT tox -11%, KB-3-1 cytotox 4%, IL1B secr inh 18, MCF10A rereplic 12%, KB-V1 MDR tox -12%, SW480 rereplic -7%, ATXN viability inactive, ATXN2 expr inh -19% and HT1080 IDH1KD tx -12%.
Cn1c(CO)c(-c2ccccc2)c2cc([N+](=O)[O-])ccc21 was read as HT1080-NT tox inconclusive, KB-3-1 cytotox -8%, IL1B secr inh 0, MCF10A rereplic 7%, KB-V1 MDR tox inconclusive, SW480 rereplic -8%, ATXN viability inactive, ATXN2 expr inh inconclusive and HT1080 IDH1KD tx inconclusive.
`CCOc1ccc(CCNC(=O)c2cccc(S(=O)(=O)N3CCOCC3)c2)cc1OCC` gave HT1080-NT tox 8%, KB-3-1 cytotox -6%, IL1B secr inh 8, MCF10A rereplic 2%, KB-V1 MDR tox -7%, SW480 rereplic -5%, ATXN viability inactive, ATXN2 expr inh -3% and HT1080 IDH1KD tx 10%.
`O=C(c1ccccc1)C(Nc1cccc([N+](=O)[O-])c1)c1ccccc1` (stereo not given) gave HT1080-NT tox -24%, KB-3-1 cytotox -17%, IL1B secr inh inconclusive, MCF10A rereplic inconclusive, KB-V1 MDR tox -5%, SW480 rereplic inconclusive, ATXN viability inactive, ATXN2 expr inh -10% and HT1080 IDH1KD tx inconclusive.
For COC(=O)c1ccc(CSc2nc3c(cnn3-c3ccc(F)cc3)c(=O)[nH]2)o1 the results were HT1080-NT tox 3%[9.24 µM], KB-3-1 cytotox inconclusive, IL1B secr inh -1, MCF10A rereplic inconclusive, KB-V1 MDR tox 1%, SW480 rereplic -8%, ATXN viability inactive, ATXN2 expr inh -20% and HT1080 IDH1KD tx -12%.
Screening Cc1ccc(NC(=O)c2c(NC(=O)c3ccco3)sc3c2CCC(C(C)(C)C)C3)c(C)c1 (stereo not given) returned KB-3-1 cytotox 4%, KB-V1 MDR tox 24%, ATXN viability inactive and ATXN2 expr inh 7%.
`CCOC(=O)C(=O)NC(C)CCc1ccccc1` (stereo not given) gave HT1080-NT tox 11%, KB-3-1 cytotox 15%, IL1B secr inh -4, MCF10A rereplic 13%, KB-V1 MDR tox 24%, SW480 rereplic 1%, ATXN viability inactive, ATXN2 expr inh 0% and HT1080 IDH1KD tx 4%.
`Cc1cccc(NC(=O)CNC(=O)COC(=O)c2ccc(C(C)(C)C)cc2)c1C` gave HT1080-NT tox -2%, KB-3-1 cytotox 3%, IL1B secr inh 4, MCF10A rereplic 1%, KB-V1 MDR tox -8%, SW480 rereplic -5%, ATXN viability inactive, ATXN2 expr inh -2% and HT1080 IDH1KD tx 7%.
O=C(Nc1cccc(Cl)c1)Nc1cc(S(=O)(=O)N2CCCCC2)ccc1Cl was read as HT1080-NT tox inconclusive, KB-3-1 cytotox inconclusive, IL1B secr inh -88*, MCF10A rereplic 6.5µM*, KB-V1 MDR tox inconclusive, SW480 rereplic inconclusive, ATXN viability inconclusive, ATXN2 expr inh inconclusive and HT1080 IDH1KD tx 26µM*.

Screening data from PubChem BioAssay.

No enrichment for hits (roughly 11% active in at least one column).
